Source: PubChem BioAssay
MPTP block – inhibitors of mitochondrial permeability transition pore; isolated mouse mitochondria, Ca2+ swelling absorbance, 30 min; 360,000 tested, 1.4% active; inhibition, % at 10 µM;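 active = inhibition of 50% or more, scaled per plate between neutral and stimulator controls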;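 note: 0% = DMSO wells given calcium and 100% = 1 mM EGTA wells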
SENP7 block – SENP7 protease inhibition; 330,000 tested, 1.5% active; AID 434973; recombinant SENP7, Z-RLRGG-aminoluciferin luminescence, 40 min; inhibition, % at 5 µM;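 active = inhibition above about 50% at the single test dose, limit read from the data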;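 note: plate controls were DMSO with enzyme for no effect and no enzyme buffer wells for full effect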
GRIN3A LBD mod – modulates the human NR3A ligand-binding domain | NR3A LBD differential scanning fluorimetry, Tm shift; 0% = protein alone, 100% = glycine-bound protein | Tm shift relative to glycine control, % at 25 µM | 340,000 tested, 2.5% active | AID 1259313;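 active = melting temperature shift of at least 10% of the positive control shift, at one fixed dose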
SENP8 block – SENP8 (human) protease inhibition; recombinant SENP8, Nedd8 substrate fluorescence; inhibition, % at 20 µM; 360,000 tested, 0.64% active; in the data active = inhibition mostly above about 40%, no sharp cut-off; inactive = mostly below about 27%
Target sequence (Q96LD8 whole entry, looked up): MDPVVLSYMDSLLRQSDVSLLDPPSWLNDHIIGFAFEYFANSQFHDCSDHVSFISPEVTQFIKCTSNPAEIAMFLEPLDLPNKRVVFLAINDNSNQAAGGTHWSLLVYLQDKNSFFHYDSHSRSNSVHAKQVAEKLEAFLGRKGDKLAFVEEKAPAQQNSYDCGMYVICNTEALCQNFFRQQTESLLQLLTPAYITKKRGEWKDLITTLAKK
PfGluPho inh – PfG6PD (Plasmodium falciparum) enzyme inhibition; PfGluPho enzyme, NADPH resazurin-diaphorase fluorescence; inhibition, % at 20 µM; 350,000 tested, 0.78% active;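 active = inhibition reaching at least a set limit at 20 µM in the primary screen, cut at about 59% in these data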;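 note: 0% = DMSO wells with substrate and 100% = DMSO wells lacking glucose-6-phosphate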
ATG4B inh – blocks human ATG4B protease cleavage of LC3 substrate; Q9Y4P1; ATG4B cleavage of LC3-PLA2, NBD-HPC fluorescence, 1 h; inhibition, % at 8.33 µM; 340,000 tested, 0.51% active; in the data active = inhibition above about 40%
Target sequence (Q9Y4P1 whole entry, looked up): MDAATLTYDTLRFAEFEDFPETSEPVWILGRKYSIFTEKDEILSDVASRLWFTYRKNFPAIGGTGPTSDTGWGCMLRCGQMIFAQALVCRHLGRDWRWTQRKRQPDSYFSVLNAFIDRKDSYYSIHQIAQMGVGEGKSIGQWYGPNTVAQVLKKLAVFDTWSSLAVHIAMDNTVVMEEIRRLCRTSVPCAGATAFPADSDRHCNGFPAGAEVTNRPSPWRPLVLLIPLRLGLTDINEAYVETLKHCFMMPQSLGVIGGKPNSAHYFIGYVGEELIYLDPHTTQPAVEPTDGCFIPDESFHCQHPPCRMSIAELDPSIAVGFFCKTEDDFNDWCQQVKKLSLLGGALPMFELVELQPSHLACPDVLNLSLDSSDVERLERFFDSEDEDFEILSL
HKDC1 inh – inhibitors of human hexokinase HKDC1; Q2TB90; recombinant HKDC1, G6PDH/diaphorase resazurin coupled fluorescence; inhibition, % at 20 µM; 340,000 tested, 0.16% active; AID 493160;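 active = inhibition above about 35% when tested at 20 µM, limit read from the data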;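 note: plate controls were DMSO wells with enzyme for no effect and DMSO wells lacking enzyme for full effect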
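Test system: recombinant HKDC1 (HK5) hexokinase enzyme, produced in-house; Amount: enzyme 5 µg/mL final; Buffer or medium: Tris pH 8.0 buffer with MgCl2, Tween-20, BSA, BME; Reagent: glucose and ATP substrates; Doses: 20 µM test compound, 1% DMSO; Incubation: 90 min reaction incubation at room temperature, dark; Detection: resorufin fluorescence at 613 nm.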
SENP6 inh – blocks the human protease SENP6; 330,000 tested, 1.8% active; inhibition, % at 10 µM; Q9GZR1; Recombinant SENP6 catalytic domain, aminoluciferin luminescence;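 active = inhibition above about 50% at the single tested dose, limit read from the data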;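 note: plate controls were DMSO wells with enzyme for no effect and DMSO wells lacking enzyme for full effect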
Target sequence (Q9GZR1 628-1112 limits assumed): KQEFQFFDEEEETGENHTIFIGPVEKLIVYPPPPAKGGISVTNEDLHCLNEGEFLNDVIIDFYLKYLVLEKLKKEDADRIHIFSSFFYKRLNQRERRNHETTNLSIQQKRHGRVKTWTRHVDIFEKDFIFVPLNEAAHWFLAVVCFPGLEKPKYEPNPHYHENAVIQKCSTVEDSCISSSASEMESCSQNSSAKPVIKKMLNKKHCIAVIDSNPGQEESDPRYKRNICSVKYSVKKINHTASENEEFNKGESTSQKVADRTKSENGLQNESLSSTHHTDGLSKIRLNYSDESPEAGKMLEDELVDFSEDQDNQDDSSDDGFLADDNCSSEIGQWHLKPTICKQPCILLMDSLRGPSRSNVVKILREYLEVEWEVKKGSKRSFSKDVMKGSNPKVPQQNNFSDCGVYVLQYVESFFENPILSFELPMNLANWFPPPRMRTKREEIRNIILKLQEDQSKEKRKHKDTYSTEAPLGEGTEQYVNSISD
Numbers without * were called inactive; i = inactive; / = not tested or not shown.

entry	structure	MPTP block	SENP7 block	GRIN3A LBD mod	SENP8 block	PfGluPho inh	ATG4B inh	HKDC1 inh	SENP6 inh
1	CCN(CC(=O)NC(C)(C)C)C(=O)c1ccc(Br)cc1	-0.5	-4.3	0.2	13.4	-8.7	8.6	-2.2	7.3
2	CCOc1ccc(C(=O)NCC(=O)NCC(c2ccccc2OC)N2CCCC2)cc1 (stereo not drawn)	1.6	-10.9	-0.4	8.4	-7.2	4.8	-10.9	-8.8
3	Cc1ccc([N+](=O)[O-])cc1S(=O)(=O)NCCc1c(C)[nH]c2ccccc12	2.0	-3.3	4.3	33.5	-4.6	-1.9	-0.3	-28.1
4	Cc1ccc(Cl)c(NC(=O)CCl)c1Cl	-1.3	-7.4	2.5	0.4	13.2	-8.6	-6.1	2.1
5	CCOC(=O)c1c[nH]c2nc(C)ccc2c1=O	-3.6	0.8	-0.9	-39.7	8.8	-1.1	5.4	-22.8
6	CC12CN3CCN(CC(C3)/C1=N/NC(=O)Nc1ccccc1)C2	2.4	-11.1	-0.9	1.6	-5.3	-0.4	-8.9	-13.7
7	COc1cc(S(=O)(=O)NCC2COCCO2)ccc1-n1cnnn1 (stereo not drawn)	0.6	13.3	3.0	19.9	-1.4	-10.0	-11.5	-19.8
8	COc1ccc2[nH]cc(CCNC(=O)Cc3c(F)cccc3Cl)c2c1	-0.9	9.0	0.5	-2.8	2.6	-3.1	-3.4	8.6
9	CS(=O)(=O)Nc1cccc(C2=NN(C(=O)c3ccco3)C(c3cccs3)C2)c1 (stereo not drawn)	0.6	5.1	-1.3	-1.3	30.1	-9.6	3.5	2.6
10	CCOC(=O)c1c(NC(=O)COC(=O)C2CC2C)sc(C)c1C (stereo not drawn)	0.0	6.8	1.1	-9.7	9.6	23.3	15.3	13.2
11	COc1cccc2cc(C(=O)NC3CC(C)(C)NC(C)(C)C3)c(=O)oc12	/	10.1	1.9	/	13.7	-7.7	-2.2	17.2
12	CCCS(=O)(=O)N1CCC(C(=O)NCC2CCCO2)CC1 (stereo not drawn)	-4.0	7.1	0.4	-1.5	-3.4	-10.6	1.9	-14.2
13	O=C(CN1C(=O)NC2(CCCCCCC2)C1=O)NCc1ccccc1Cl	-0.1	4.8	-1.2	14.3	-10.5	2.4	3.6	-2.1
14	Cc1cc(C=C2C(=O)c3ccccc3C2=O)c(C)n1-c1cccc(C(=O)O)c1	0.7	51.5*	1.4	-8.7	60.6*	8.6	-2.0	91.3*
15	C=C1C(=O)O[C@H]2[C@H]1[C@@H](O)CC(=C)[C@@H]1CC(=O)[C@@H](C)[C@H]21	0.3	-7.2	-1.0	4.4	3.1	-3.3	2.2	-2.7
16	O=S(=O)(c1c(Cl)sc(Cl)c1Br)N1CCCC1	2.2	-2.8	0.3	14.3	20.6	-13.0	-3.8	0.0
17	O=C(COc1ccccc1Cl)NCCC1=CCCCC1	0.6	-1.4	-0.2	11.2	-7.9	12.1	7.0	3.5
18	CCNC(=O)C(=O)Nc1ccc2c(c1)N(S(=O)(=O)c1cccs1)CCC2	-1.0	-3.5	1.0	13.8	39.7	-6.1	2.0	-6.9
19	Cc1nn(C)cc1S(=O)(=O)Nc1ncccn1	-0.1	-10.1	1.1	2.2	-7.5	1.9	-1.9	-2.9
20	Nc1c(C(=O)Nc2ccccc2)c2nc3ccccc3nc2n1-c1ccc(O)cc1	2.1	10.7	20.8*	-456.5	-15.6	-5.3	-4.8	-1.7
21	NNC(=O)c1ccc(COCC(F)(F)C(F)F)cc1	-0.5	-2.6	0.0	25.6	4.5	-6.5	0.1	-39.2
22	COc1ccc([C@H]2C(C#N)=C([S-])N[C@](C)(O)[C@@H]2[n+]2ccccc2)cc1	-1.5	/	3.7	-193.3	69.3*	2.0	6.4	/
23	COc1cccc(CNS(=O)(=O)c2c(C)nc3sccn3c2=O)c1	0.6	-3.0	-2.5	-192.9	31.2	6.2	-7.9	-7.9
24	CCN(CC)c1ccc2cc(C=O)c(=O)oc2c1	2.5	-10.1	2.6	i	-4.4	-11.7	-6.8	-24.5
25	COc1ccc(C(=O)Cn2c(=O)c(CCC(=O)O)nn3c4ccccc4nc23)cc1OC	-5.2	2.0	-2.1	-226.1	5.7	6.2	-0.4	-12.2
26	Cn1c(=O)c2c(nc(NCc3ccccc3)n2C)n(C)c1=O	-0.1	-4.4	0.5	9.9	8.4	-11.5	-2.4	1.0
27	O=C(CCl)NC(Cc1ccccc1)C(=O)OCC(=O)c1ccc(-c2ccccc2)cc1 (stereo not drawn)	-1.3	/	4.2	-0.2	6.9	-7.1	-0.8	/
28	NS(=O)(=O)c1ccc(CCNC(=O)Cc2ccc(Cl)cc2)cc1	-0.4	-8.7	0.7	1.6	-12.0	-3.4	0.1	-13.6
29	COc1ccc(S(=O)(=O)NCCOc2ccccc2)cc1OC	-0.1	-4.3	-0.8	11.2	-3.2	6.0	-11.3	-0.6
30	CC(=O)Nc1ccc(S(=O)(=O)NCC(=O)OCC(=O)NCc2ccco2)cc1	-1.7	8.5	-2.1	-2.3	8.6	9.0	0.8	-3.4
31	CCOc1ccc(C(C(=O)NC2CCCC2)N(C(=O)c2snc(C(N)=O)c2N)C2CCCC2)cc1 (stereo not drawn)	-0.4	1.2	-1.2	-206.0	-12.3	0.8	-3.5	5.3
32	Clc1cc(CSc2ccccc2)nc(-c2ccccc2)n1	-3.0	5.6	3.5	12.3	12.7	-4.8	3.3	-12.8
33	CC(NS(=O)(=O)c1c(N)n(C)c(=O)n(C)c1=O)c1ccccc1 (stereo not drawn)	0.7	-8.8	-1.0	4.7	-5.5	0.4	-7.5	0.2
34	C[C@@]12CCC3[C@@](CC[C@@H]4[C@](C)(C(=O)O)CCC[C@@]34C)(C[C@H]1O)C2 (stereo partly drawn)	0.1	-3.5	1.1	17.7	-17.9	-3.2	5.4	8.3
35	CCN(CC)c1ccc(N=Cc2c(C)[nH]c3ccccc23)cc1	25.4	0.1	-5.8	59.8*	51.3	-7.2	15.5	10.6
36	CCCCC(=O)Nc1nnc(/C=C/c2ccc(OC)cc2)s1	-2.4	0.6	-4.5	-446.7	-17.0	-0.6	-0.1	-12.1
37	Cc1cc2nc(-c3ccc(SCC(=O)N4CCN(C(=O)c5ccco5)CC4)nc3)[nH]c2cc1C	-3.0	-2.7	-0.5	-273.5	15.0	-19.2	9.9	-5.4
38	CC(C)(C)C#CCn1c(/C=[N+](\[O-])C2CCCCC2)nc2ccccc21	-2.5	-0.9	-4.0	-2.8	3.6	12.5	-6.3	-23.9
39	CCOc1ccccc1NC(=O)Cn1nnc(C(=O)NCc2ccco2)c1N	-0.6	-2.4	0.6	17.8	-23.1	-9.3	-6.2	-3.9
40	O=C(NCC(c1ccco1)N1CCc2ccccc2C1)c1ccc([N+](=O)[O-])cc1 (stereo not drawn)	-0.6	-3.0	-0.9	11.9	12.4	4.5	-2.5	-8.1
41	COCCCNc1nc2c(c(=O)n(C)c(=O)n2C)n1Cc1cccc(OC)c1	-1.7	12.6	0.0	18.6	0.7	-5.8	3.4	-18.5
42	O=C(NCc1cccnc1)C1CCC(c2ccc(Cl)cc2)CC1 (stereo not drawn)	32.0	3.1	1.2	11.2	-9.7	-0.5	-5.8	-3.2
43	Cc1ccccc1C(=O)NNC(=O)CCCCC(=O)NNC(=O)c1ccccc1C	-0.8	2.3	1.1	14.7	14.0	-2.9	0.9	5.5
44	CCCc1nnc(NC(=O)CCC(=O)N2CCN(CCn3c(C)ccc3C)CC2)s1	-0.9	-9.3	-1.5	8.0	-0.8	0.0	-7.0	-10.7
45	CCOc1ccc2nc(NC(=O)CSc3nc4c(c(=O)n(C)c(=O)n4C)n3C(C)C)sc2c1	3.8	-5.9	-0.8	12.8	-7.2	-5.4	-5.6	-10.1

Copied from the list:
Reading of O=C(NCC(c1ccco1)N1CCc2ccccc2C1)c1ccc([N+](=O)[O-])cc1 (stereo not drawn) under SENP8 block: 11.9
Reading of CC(C)(C)C#CCn1c(/C=[N+](\[O-])C2CCCCC2)nc2ccccc21 under SENP8 block: -2.8

Following part
entry	structure	MPTP block	SENP7 block	GRIN3A LBD mod	SENP8 block	PfGluPho inh	ATG4B inh	HKDC1 inh	SENP6 inh
46	O=C(C1CCCN(S(=O)(=O)c2cccc3nsnc23)C1)N1CCc2ccccc21 (stereo not drawn)	6.7	11.6	2.1	29.7	9.7	-16.4	-2.2	2.4
47	O=[N+]([O-])c1cc(-c2nnc(Nc3ccc(O)cc3)c3ccccc23)ccc1N1CCOCC1	12.3	-2.9	-3.3	21.9	9.6	-16.2	9.3	7.9
48	CC(C)c1ccc(NC(=S)NC2CC3C=CC2C3)cc1 (stereo not drawn)	73.8*	11.1	0.5	19.6	9.0	1.9	1.5	0.8
49	COc1ccccc1NC(=O)COC(=O)c1ccc2c(c1)nc(C)n2-c1ccccc1	2.0	-1.7	-2.7	-72.6	-5.9	-9.6	-11.4	-3.0
50	CC(C)COCC(CN(Cc1ccccc1)c1ccccc1)N1CCCC1 (stereo not drawn)	92.2*	-4.8	0.0	13.2	-3.6	14.4	-5.1	-25.6
51	CC(=O)Nc1cccc(/C(C)=N/NS(=O)(=O)c2ccc(C)cc2)c1	0.3	-3.4	-0.7	1.5	0.4	-6.4	-9.8	2.9
52	Cc1ccnc(NC(=O)c2ccc([N+](=O)[O-])s2)c1	-0.9	42.7	2.0	9.5	6.7	2.6	-1.5	35.1
53	Fc1ccccc1-c1n[nH]c(=S)n1Cc1ccccc1	0.3	0.4	0.2	11.4	20.9	2.2	0.4	-4.2
54	CCN(CC)S(=O)(=O)c1ccc(C(=O)NCC(=O)NCCCc2ccccc2)cc1	0.6	0.8	-1.7	0.3	-0.9	-7.1	-4.5	-9.5
55	CC(C)(C)OC(=O)NNC(=S)NCc1ccc(Cl)cc1	-3.3	-3.1	-1.3	18.5	5.6	4.2	-6.0	19.0
56	O=C(C(NS(=O)(=O)c1cccs1)c1ccccc1)N1CCN(c2ccccc2F)CC1 (stereo not drawn)	0.1	6.3	-3.2	7.1	9.7	6.2	-6.8	2.6
57	COc1ccc(NC(=O)c2cc(-c3cccs3)on2)cc1OC	0.4	-7.0	0.7	9.1	-12.6	-9.2	-8.3	-17.4
58	Cn1c(OCc2ccc3c(c2)OCO3)nc2c1c(=O)n(Cc1ccc(Cl)c(Cl)c1)c(=O)n2C	-0.6	-7.3	0.4	34.1	2.5	2.5	-5.1	-14.9
59	Cc1ccc(N/N=C(/Sc2nnnn2-c2ccccc2)C(=O)c2ccccc2)cc1	13.7	2.4	-7.1	16.5	-30.8	12.4	3.4	-0.4
60	COc1cc(Cl)c(C)cc1NC(=O)Cc1ccc(OC)c(OC)c1	2.8	-11.2	1.7	2.3	4.2	-1.0	6.5	-9.3

A different layout for 2 compounds above.
48	CC(C)c1ccc(NC(=S)NC2CC3C=CC2C3)cc1 (stereo not drawn)
53	Fc1ccccc1-c1n[nH]c(=S)n1Cc1ccccc1

Screen / compound no.	48	53
MPTP block	73.8*	0.3
SENP7 block	11.1	0.4
GRIN3A LBD mod	0.5	0.2
SENP8 block	19.6	11.4
PfGluPho inh	9.0	20.9
ATG4B inh	1.9	2.2
HKDC1 inh	1.5	0.4
SENP6 inh	0.8	-4.2

More records
entry	structure	MPTP block	SENP7 block	GRIN3A LBD mod	SENP8 block	PfGluPho inh	ATG4B inh	HKDC1 inh	SENP6 inh
61	Cc1nc(CCNC(=O)c2cc(COc3ccc(F)cc3Cl)on2)sc1C	2.9	-0.1	1.6	-14.2	5.0	20.5	0.5	-23.2
62	CC(OC(=O)Cn1cnc2c1c(=O)n(C)c(=O)n2C)C(=O)c1ccccc1 (stereo not drawn)	0.6	6.5	-0.6	9.7	3.1	-3.8	-1.7	-5.6
63	COc1ccc(-n2cc(CNCc3cnc4ccccn34)c(-c3cccc(F)c3)n2)cc1	0.7	1.8	-7.4	-139.0	17.3	-0.1	-7.5	-12.3
64	O=C(Cc1n[nH]c(=O)c2ccccc12)Nc1cccc(S(=O)(=O)N2CCCCCC2)c1	-0.1	-5.7	0.6	9.6	-2.2	9.3	0.8	-5.0
